TRPML3 ag: human TRPML3 channel agonists, primary screen, cell-based, HEK293 TRPML3-YFP, Fluo-8 calcium fluorescence, 3 µM | Mucolipin-3 (Homo sapiens), Q8TDD5 | 100% = the carbachol control signal | activation, % at 3 µM | 0.29% of 220,000 active;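 active = activation above its plate's cutoff, the mean activation of the plate's test wells plus 3 SD, cut at about 12% in these data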;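 also: 0% = DMSO only wells and 100% = carbachol wells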
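Test system: HEK293 cells stably carrying human TRPML3-YFP; Doses: single dose, 3 µM final nominal compound, 0.3% DMSO final; Schedule: dye loading 1 h 37 °C then 30 min ambient, 125 s read; Technique: Fluo-8 calcium fluorescence; Benchmarks: high control carbachol 87 µM, low control DMSO.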
p47phox inh: p47phox/p22phox peptide binding inhibitors, primary screen, biochemical, uHTS, NADPH oxidase regulatory subunit | Neutrophil cytosol factor 1 (Homo sapiens), P14598 | fluorescence polarization, 2 h | inhibition, % at 24.7 µM | 0.53% of 220,000 active | AID 1274, 2008;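 active = inhibition above about 30%, limit read from the data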;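 also: 0% = p47phox with labelled peptide and 100% = labelled peptide alone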
EBV gp42 inh: Epstein-Barr virus gp42 inhibitors, primary screen, biochemical, uHTS, fluorescence polarization. Fluorescence polarization binding assay, mP read-out. 0.42% of 220,000 active. Glycoprotein 42 (Epstein-Barr virus (strain AG876)), Q1HVG2. AID 1085, 2008. inhibition, % (tested at 21.74 µM); in the data active = inhibition above about 50%
Target sequence (Q1HVG2 whole entry, looked up): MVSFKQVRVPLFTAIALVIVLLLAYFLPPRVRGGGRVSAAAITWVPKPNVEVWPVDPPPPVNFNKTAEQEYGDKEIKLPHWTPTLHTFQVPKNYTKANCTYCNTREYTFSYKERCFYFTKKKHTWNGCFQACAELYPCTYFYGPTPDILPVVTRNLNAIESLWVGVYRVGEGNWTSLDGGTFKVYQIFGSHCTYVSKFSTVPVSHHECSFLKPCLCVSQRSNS
Runt-SMMHC FRET: inhibitors of RUNX1 Runt–CBFb-SMMHC binding, primary screen, biochemical, FRET, Cerulean-Runt, Venus-CBFb-SMMHC, uHTS. AID 1434, 2008. inhibition, % at 20 µM. Runt-related transcription factor 1 (Homo sapiens) + Core-binding factor subunit beta …. 0.74% of 220,000 active. Cerulean-Runt/Venus-CBFb-SMMHC FRET ratio 530/480, 1 h;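 active = mean inhibition across duplicate retests at 20 µM reaching about 50%, limit read from the data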;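 also: 0% = DMSO wells and 100% = wells with excess untagged CBFb-SMMHC; inhibitors lower the FRET ratio by blocking Runt binding to CBFb-SMMHC; some results filed as inactive read as strong as hits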
MDM2 E3 inh: MDM2-luciferase reporter signal enhancers, primary screen, MDM2 E3 ligase inhibitor project, cell-based, luminescence, 1536-well | AID 1230, 2008 | cell-based MDM2 ubiquitination luciferase reporter, 2 h; 0 = plate control, 100 = twice control, blank-subtracted | signal enhancement, % at 5 µM | 0.11% of 210,000 active;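 active = signal enhancement of 30% or more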;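 also: luminescence tracks abundance of the self-degrading MDM2-luciferase fusion protein; higher signal means inhibition of MDM2 E3 ligase activity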
Target sequence (Q00987 whole entry, looked up, the tested form may be a part): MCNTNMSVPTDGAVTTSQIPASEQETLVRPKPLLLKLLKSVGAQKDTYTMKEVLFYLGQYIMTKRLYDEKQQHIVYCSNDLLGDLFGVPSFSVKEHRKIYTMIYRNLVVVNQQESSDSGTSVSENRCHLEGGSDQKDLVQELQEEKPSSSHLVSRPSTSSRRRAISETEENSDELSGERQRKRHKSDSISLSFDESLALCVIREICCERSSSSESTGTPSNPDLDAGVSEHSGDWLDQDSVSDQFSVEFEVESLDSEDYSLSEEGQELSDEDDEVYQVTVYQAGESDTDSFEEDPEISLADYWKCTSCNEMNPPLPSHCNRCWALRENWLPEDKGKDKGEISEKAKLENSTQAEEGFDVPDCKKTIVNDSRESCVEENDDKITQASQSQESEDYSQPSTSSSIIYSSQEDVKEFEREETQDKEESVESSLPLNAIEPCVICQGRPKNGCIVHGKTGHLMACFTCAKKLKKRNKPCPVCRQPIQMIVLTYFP
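Test system: mammalian cells stably expressing self-ubiquitinating, self-degrading MDM2 E3–luciferase fusion; Amount: 2000 cells in each well; Medium: DMEM; Schedule: 4 h settle plus 2 h compound, 37 °C; Technique: SteadyLite luciferase luminescence after 15 min room-temperature reagent incubation; Benchmarks: plate control and blank wells.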
zfTRPN1 agonist: zebrafish TRPN1 channel agonists, primary screen, cell-based, HEK293, calcium fluorescence | AID 1424, 2008 | transient receptor potential cation channel N1 (TRPN1/NompC), Danio rerio | activation, % at 3 µM | 0.18% of 220,000 active | HEK293 zebrafish TRPN1-YFP, Fluo-8 calcium fluorescence; 100% = response to 87 µM carbachol;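 active = activation above its plate's cutoff, the mean activation of test wells on that plate plus 3 SD, cut at about 19% in these data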;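 also: 0% = DMSO alone and 100% = 87 µM carbachol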
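Assay system: Zebrafish TRPN1-YFP in HEK293 cells | Incubation: Dye loading 1 h at 37 °C, then 30 min room temperature | Measured by: Kinetic Fluo-8 fluorescence, ex 470-495, em 515-575 nm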
TNF death inh: inhibitors of TNF-alpha triggered necroptosis, primary screen, cell-based, Jurkat FADD-/-, single concentration; Jurkat FADD-/- TNF necroptosis rescue, ATP luminescence, 24 h; 0 = TNF only, 100 = no-TNF cells; activation (protection from cell death), % at 10 µM; 0.068% of 220,000 active; AID 463075, 2010;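 active = activation, meaning protection from cell death, of at least 50% relative to plate controls; inactive = activation below 50%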;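 also: necroptosis triggered by 40 ng/mL TNF-alpha added together with compound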
CHOP inh: inhibitors of CHOP promoter induction, primary screen, cell-based, unfolded protein response, luciferase reporter; AID 2732, 2010; CHO-K1 CHOP-promoter luciferase, tunicamycin-induced, 15-18 h; 3.8% of 220,000 active; inhibition, % at 10 µM;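 active = compounds that reduced the stress-induced luciferase reporter signal by more than about 70% of percent inhibition, limit read from the data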;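 also: 0% = tunicamycin plus vehicle and 100% = wells without tunicamycin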
PPC-1+TRAIL kill: compounds killing PPC-1 cancer cells with TRAIL present, primary screen, TRAIL potentiator project, ATPLite luminescence, uHTS | PPC-1 cells + TRAIL, ATPLite viability luminescence | cell killing (% activity), % at 4 µM | 0.41% of 220,000 active | AID 1443, 2008;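 active = cell killing above 50% in the first pass at 4 µM, then a duplicate retest at 5 µM averaging 50% or more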;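 also: plate controls were cells with TRAIL plus DMSO for no effect and medium-only wells lacking cells for full effect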
* marks the source's active call; other numbers are inactive results; / = not tested or not shown. Only part of the results is shown; count on the stated rates, not on these rows.

Compound	EBV gp42 inh	CHOP inh	MDM2 E3 inh	TRPML3 ag	p47phox inh	zfTRPN1 agonist	TNF death inh	Runt-SMMHC FRET	PPC-1+TRAIL kill
COc1ccc(NC(=O)N2CCC3(CC2)OCCO3)cc1OC	-24.1	-16.1	15.4	0.7	-7.5	0.2	0.0	2.1	4.8
Cn1c(O)c(C(c2ccccn2)c2c(O)n(C)c(=S)n(C)c2=O)c(=O)n(C)c1=S	-16.2	-3.8	-9.0	0.4	-38.6	0.8	-1.6	23.1	-1.7
O=C1CN=C(c2ccc(Cl)cc2)c2oc3ccccc3c2N1	-14.6	33.5	-6.0	1.0	-6.1	2.1	1.4	4.9	7.1
O=C(COc1ccc(Br)cc1)N1CCN(C2CCCC2)CC1	-12.4	-26.0	-11.7	1.5	-10.0	1.8	-3.0	-5.1	27.9
Cc1ccc(N2C(=O)NC(=O)/C(=C\c3cnc(-c4ccccc4)nc3)C2=O)cc1	-23.1	-28.3	-3.9	0.7	-49.0	0.3	2.3	7.7	7.4
CNC(=O)ON(C(=O)NC)C1N(C)C(=S)SC1(C)C (stereo unspecified)	-0.2	1.4	-13.0	0.7	-8.2	2.0	-3.2	-2.1	14.3
COC(=O)C(O)(c1c(C)[nH]c2ccccc12)C(F)(F)F (stereo unspecified)	-7.7	15.2	-0.2	0.4	-11.5	1.6	-1.1	-0.3	19.8
Clc1ccc(COC(Cn2ccnc2)c2ccc(Cl)cc2Cl)cc1 (stereo unspecified)	6.1	45.4	/	-0.8	5.2	-2.1	-5.4	1.6	4.3
N/C(=N\[N+](=O)[O-])NCCCC(NC(=O)CNC(=O)c1ccccc1)C(=O)O (stereo unspecified)	-4.2	21.5	-16.6	0.2	2.8	0.5	-0.6	-0.4	0.1
CC(=NCc1cccnc1)c1c(O)n(-c2ccc(C)cc2)c(=O)[nH]c1=O	-2.1	1.5	-9.7	0.5	-0.7	-0.4	0.0	-1.6	2.5
CC(C)CCn1c(=O)c(C(=O)Nc2ccccc2S(N)(=O)=O)c(O)c2ccccc21	5.3	92.1*	-13.7	0.6	-4.0	-1.2	-3.1	8.3	11.8
Cc1ccc(Cn2cc(C=O)c(-c3ccc(C)cc3)n2)cc1	-17.7	16.7	9.6	-0.2	-8.3	-2.9	1.8	-0.6	25.9
Cc1ccc(OCC(=O)N2CCN(CC3CC4C=CC3C4)CC2)cc1 (stereo unspecified)	-8.3	38.0	9.6	0.4	-0.5	-0.5	1.2	0.1	30.7
CCC(C)N1C(=O)NC(=O)C2(Cc3cc(C)ccc3N(C)C2)C1=O (stereo unspecified)	-18.2	46.4	-5.9	0.5	-2.6	0.4	0.1	4.8	-4.4
C=CCn1c(O)c(C(C)=NCC2CCCO2)c(=O)[nH]c1=O (stereo unspecified)	-13.8	4.6	-9.1	0.6	-11.5	1.1	-0.2	1.4	5.1
Cc1cc(C(=O)C[N+]23CCN(CC2)CC3)c(C)n1-c1ccc(Br)cc1	3.2	8.1	-5.6	0.1	-1.3	1.1	0.7	3.2	-18.2
O=C(c1cc(-c2cccnc2)nc2ccc(Cl)cc12)N1CCC2(CC1)OCCO2	-2.3	13.2	-19.6	0.6	-13.3	8.5	-0.6	-1.5	-7.6
CCCCn1nc(C)c(C(=O)O)c1Cl	-3.6	-0.8	/	1.2	-6.7	2.1	0.6	-1.0	2.6
CC(=O)c1cn(Cc2ccccc2C#N)c2ccccc12	-13.2	51.9	-17.0	4.1	0.3	6.6	-8.9	1.3	11.8
Cc1nnc(SCc2nc3ccccc3c(=O)n2-c2ccccc2Cl)n1N	-8.5	-4.4	4.5	0.4	1.4	0.1	-2.2	-3.9	10.0
O=[N+]([O-])c1cc(F)c(N2CCCCCC2)cc1N1CCNCC1	-19.9	45.5	-8.6	-0.6	-14.2	-0.2	3.4	-12.2	20.2
O=C(O)Cn1cc(/C=C2\C(=O)NC(=O)N(Cc3ccco3)C2=O)c2ccccc21	-36.9	2.3	5.4	1.5	-21.6	1.6	-0.2	-9.3	2.1
O=C(N/N=C/c1c(O)n(CCc2ccccc2)c(=O)[nH]c1=O)c1ccncc1	8.0	-3.6	-10.3	0.2	-20.7	1.7	-0.4	12.0	14.1
CC1CCCC(C2(O)C(=O)Nc3ccccc32)C1=O (stereo unspecified)	-40.5	2.6	0.1	0.6	-9.6	-0.4	-0.7	5.0	12.8
CCOP(=O)(OCC)c1ccc(O)cc1	-0.5	11.0	-22.8	0.3	0.1	-1.5	-0.4	0.6	21.7
CCOC(=O)CSCCOc1ccc(C=C2C(=O)NC(=O)NC2=O)cc1OC	-16.5	-14.5	-13.3	-0.6	0.6	-0.5	0.6	-0.2	-12.3
Cc1cccc(N2CCN(CCc3ccccc3)CC2)c1C	-9.9	37.2	-14.9	-0.2	-3.4	-1.6	0.6	-4.3	3.3
O=C(C(=O)N1CCOCC1)c1cn(Cc2ccc(F)cc2)c2ccccc12	-3.1	8.9	/	0.1	-5.2	0.3	-0.4	0.6	10.6
COC1=CC(=O)OC(/C=C/c2ccccc2)C1 (stereo unspecified)	-4.3	3.5	/	0.2	-3.0	0.2	0.3	2.1	12.1
O=C1NC(=O)N(Cc2ccccc2)C(=O)/C1=C/c1cnn(-c2ccccc2)c1	-7.2	-13.2	-3.5	-0.6	-8.6	1.1	1.3	5.9	11.2
O=C(CN1CCCCC1)c1ccc(F)cc1	-12.2	5.4	-2.0	0.8	0.8	-0.4	-0.2	-0.9	5.6
CN(N)N=Nc1nc2c([nH]1)c(=O)n(C)c(=O)n2C	-4.4	1.4	-2.7	-0.7	-1.4	-0.2	0.2	0.4	3.9
CC(=NCCC(c1ccccc1)c1ccccc1)c1c(O)n(C)c(=O)n(C)c1=O	-12.2	19.8	-6.8	0.6	2.9	-0.4	0.8	0.5	10.7
COC(=O)c1ccc(N2CCN(C)CC2)c([N+](=O)[O-])c1	-4.4	-6.8	4.6	0.2	5.7	0.5	0.7	-1.0	0.5
CC1(C)OC(c2ccccc2)=C/C(=C/C=C2C(=O)NC(=O)NC2=O)O1	-125.7	-16.4	-3.0	24.2*	-136.6	46.2*	-7.5	-39.8	16.7
CN(C)S(=O)(=O)c1cc(NC(=O)C[N+]23CCN(CC2)CC3)ccc1Cl	2.5	22.5	-6.9	0.9	4.2	1.8	1.6	-2.1	25.3
Cc1cccc(OP(=O)(NCc2ccccc2)Oc2cccc(C)c2)c1	18.1	64.8	-9.0	-0.7	-6.9	-1.9	2.6	-7.1	1.3
CCCCN1C(=O)NC(=O)C2(Cc3cc(C)ccc3N(C)C2)C1=O (stereo unspecified)	-14.5	31.0	-7.3	-0.2	-3.6	-0.6	-0.9	-5.4	-6.5
CC(C)c1ccc(OCC(=O)N2CCN(C)CC2)c(Br)c1	-2.1	6.0	-1.6	0.8	-4.1	1.9	-1.6	-0.9	-22.7
C#CCOc1cc(C2C3=C(COC3=O)Nc3cc4c(cc32)OCO4)ccc1OC (stereo unspecified)	6.5	-2.3	6.3	0.0	-2.1	0.7	-5.5	-0.1	3.5
CN(C)c1ccc(NC(=O)CN2C(=O)CN=C(c3ccccc3)c3ccccc32)cc1	/	/	-11.1	-0.2	/	0.3	-5.3	4.7	-0.1
Cc1ccc(C2CC(=O)C(C=NCCN3CCN(C(=O)Cc4ccccc4)CC3)=C(O)C2)cc1 (stereo unspecified)	-2.9	29.2	-18.7	0.9	3.9	2.8	-1.1	-1.8	-4.0
CCOC(=O)C1(CCc2ccccc2)CCN(C2CCSCC2)CC1	-8.9	19.5	-5.3	0.7	-13.8	-0.6	2.0	-0.6	-2.2
O=C(Cc1ccccc1)N1CCN(Cc2cccc(Br)c2)CC1	-18.9	19.0	/	-1.6	-0.8	-0.3	2.7	-5.8	19.5
COc1ccc(F)cc1C(=O)C1CCCN(Cc2cnc(C)s2)C1 (stereo unspecified)	-7.0	11.9	4.3	0.8	3.9	0.7	0.3	-3.2	8.3
Nc1c(C(=O)NCCN2CCOCC2)c2nc3ccccc3nc2n1Cc1ccccc1	4.8	34.1	-13.7	0.5	-13.9	3.0	0.4	81.0*	4.2
CCCCCCn1c(=O)c(C(=O)Nc2nc(CC(=O)OCC)cs2)c(O)c2ccccc21	-6.4	84.5*	-0.1	-0.7	-9.9	-1.0	-7.6	-8.9	19.3
C=CCn1c(O)c(/C=N/NC(=O)CCCC)c(=O)[nH]c1=S	11.4	17.8	-5.5	0.5	-13.1	0.0	-0.3	-3.8	/
CCCC(C)C1(CC)C(=O)NC(=Nc2ccccc2OC)NC1=O (stereo unspecified)	-11.9	-3.7	-17.6	-0.8	2.0	0.7	-2.4	-1.8	-7.3
O=C(c1ccc(N2CCCCCC2)c([N+](=O)[O-])c1)N1CCC2(CC1)OCCO2	-10.4	19.4	-1.1	1.1	-9.3	1.6	-1.4	0.6	14.9
CN1CCC(N(C)c2nc(-c3ccccc3)nc3ccccc23)CC1	0.0	-4.5	-9.5	1.9	-22.4	0.9	2.9	5.0	16.4

Results in PPC-1+TRAIL kill and TRPML3 ag, for 3 of the compounds above:
smiles	PPC-1+TRAIL kill	TRPML3 ag
Nc1c(C(=O)NCCN2CCOCC2)c2nc3ccccc3nc2n1Cc1ccccc1	4.2	0.5
O=C(c1ccc(N2CCCCCC2)c([N+](=O)[O-])c1)N1CCC2(CC1)OCCO2	14.9	1.1
CN1CCC(N(C)c2nc(-c3ccccc3)nc3ccccc23)CC1	16.4	1.9

Quoted from the listing.
Cc1cc(C(=O)C[N+]23CCN(CC2)CC3)c(C)n1-c1ccc(Br)cc1 in MDM2 E3 inh reads -5.6
N/C(=N\[N+](=O)[O-])NCCCC(NC(=O)CNC(=O)c1ccccc1)C(=O)O (stereo unspecified) in PPC-1+TRAIL kill reads 0.1

High-throughput results (PubChem)
